Wnt bcat act = activates Wnt/beta-catenin signaling in a reporter cell assay | activator, plate reader | actives 1.2% (n = 300,000) | AID 743398 | activation, % at 9.35 µM; in the data active = activation above about 30%, passing the limit was not always enough;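 note: 0% = neutral control wells and 100% = positive control wells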
CDK5 p35 inh = CDK5/p35 (human) kinase inhibition. Q00535+Q15078. Recombinant CDK5/p35, ADP-Glo luminescence, 60 min. inhibition, % at 10 µM. actives 0.01% (n = 330,000). AID 488839;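 active = highest replicate inhibition of at least 50% and at least 75% of replicates reaching 50%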;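 note: plate controls were DMSO neutral control for no effect and GW8510 at 10 µM for full effect; many of its hits are not listed in these tables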
Target sequence (Q00535 whole entry, looked up): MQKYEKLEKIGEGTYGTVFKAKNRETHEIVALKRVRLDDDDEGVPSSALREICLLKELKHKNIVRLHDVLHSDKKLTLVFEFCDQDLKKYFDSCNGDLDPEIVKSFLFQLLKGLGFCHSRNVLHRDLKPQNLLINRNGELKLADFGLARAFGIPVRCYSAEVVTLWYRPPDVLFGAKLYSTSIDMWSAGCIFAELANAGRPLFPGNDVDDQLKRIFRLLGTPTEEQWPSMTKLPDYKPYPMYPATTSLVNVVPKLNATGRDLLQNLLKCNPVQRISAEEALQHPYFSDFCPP
Target sequence (Q15078 whole entry, looked up): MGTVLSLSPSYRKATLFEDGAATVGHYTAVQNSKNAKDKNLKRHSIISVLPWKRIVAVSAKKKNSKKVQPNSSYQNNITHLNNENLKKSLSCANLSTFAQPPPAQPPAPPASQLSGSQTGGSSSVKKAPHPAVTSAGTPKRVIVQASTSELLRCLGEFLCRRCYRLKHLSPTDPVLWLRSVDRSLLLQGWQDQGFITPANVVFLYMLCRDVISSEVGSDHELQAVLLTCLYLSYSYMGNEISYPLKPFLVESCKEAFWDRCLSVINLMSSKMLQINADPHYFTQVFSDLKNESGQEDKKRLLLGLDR
CAL PDZ FP-1 = blocks peptide binding to the human CAL PDZ domain; Q9HD26; purified CAL PDZ, TMR-peptide fluorescence polarization, 1 h; inhibition, % at 24.9 µM; actives 0.92% (n = 300,000); AID 602252;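 active = mean inhibition of at least 30% with at least half of replicates also reaching 30%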;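 note: 0% = DMSO neutral control and 100% = excess unlabeled competitor peptide PRC23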
dFosB activator = mouse delta FosB homodimer activation. P13346. purified delta FosB, TAMRA-CDK5 oligo fluorescence polarization; percent of positive-control signal above neutral wells. activation, % at 25 µM. actives 0.99% (n = 340,000). AID 493131;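 active = mean activation above about 17%, with every replicate also reaching it, limit read from the data, passing the limit was not always enough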;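 note: fluorescence polarization rise as delta FosB binds a TAMRA Cdk5 AP-1 oligo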
Target sequence (P13346 whole entry, looked up): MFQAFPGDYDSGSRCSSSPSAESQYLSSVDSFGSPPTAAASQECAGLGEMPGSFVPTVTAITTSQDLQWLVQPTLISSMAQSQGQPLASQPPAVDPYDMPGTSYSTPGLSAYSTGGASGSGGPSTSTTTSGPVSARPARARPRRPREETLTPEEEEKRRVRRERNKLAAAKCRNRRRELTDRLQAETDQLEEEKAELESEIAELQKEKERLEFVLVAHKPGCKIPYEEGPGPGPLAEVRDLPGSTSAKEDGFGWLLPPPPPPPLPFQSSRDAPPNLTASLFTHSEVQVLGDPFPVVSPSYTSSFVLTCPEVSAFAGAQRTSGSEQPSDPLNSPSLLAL
CAL PDZ FP-2 = inhibitors of human CAL PDZ peptide binding | Q9HD26 | purified CAL PDZ, TMR-peptide fluorescence polarization, 1 h | inhibition, % at 20 µM | actives 0.02% (n = 330,000) | AID 504414;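 active = highest replicate inhibition of at least 40%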;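 note: plate controls were DMSO neutral control wells for no effect and unlabeled competitor peptide control wells for full effect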
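System: tagged CAL PDZ domain. Schedule: 1 h room-temperature incubation prior to read. Signal: fluorescence polarization (mP). Measure: percent inhibition from loss of millipolarization.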
Rtt109 Vps75 = inhibitors of Candida albicans Rtt109/Vps75 histone acetyltransferase; inhibition, % at 34.9 µM; Q5AAJ8; actives 0.16% (n = 330,000); purified Rtt109/Vps75, ThioGlo CoA-SH fluorescence, 4 h; AID 540336;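 active = inhibition of at least 50% in every replicate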
Tat transport = E. coli Tat transport inhibition. inhibition, % at 10 µM. E. coli MC4100 TorA-mCherry Tat export, fluorescence. actives 0.036% (n = 340,000);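 active = mean replicate inhibition at least 50% and at least half of replicates individually reaching 50%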;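 note: exported cargo escapes ClpAP degradation while cytoplasmic cargo is degraded and loses fluorescence; 0% = median of neutral control wells and 100% = median of NaSCN control wells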
V-ATPase pH = alters yeast V-ATPase proton transport. response, % at 10 µM. actives 0.37% (n = 350,000). S. cerevisiae, pHLuorin cytosolic pH fluorescence. AID 504577; in the data active = response mostly above about 7.3%, no sharp cut-off; inactive = mostly below about 5.4%; note: actives read high; inactives centre near 0; some compounds called inactive have numbers as strong as hits; reference of the scale not given here
MITF TRPM1 HTS = activators of MITF-driven TRPM1 promoter activity in SK-MEL-5 cells; SK-MEL-5 TRPM1-promoter luciferase, 24 h; % of positive control, neutral wells = 0; activation, % at 12.5 µM; actives 0.75% (n = 300,000); AID 588334;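 active = mean activation of at least 80% with every replicate also reaching 80%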;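 note: 0% = neutral control wells and 100% = parthenolide positive control wells; values of inactives mirror those of a sister screen read the other way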
cardiac RTF act = cardiac RTF calcium sensitization; P19429+P45379; IANBD-labeled TnC RTF fluorescence at EC20 calcium; 0% EC20 calcium, 100% full calcium; actives 0.24% (n = 340,000); activation, % at 7.2 µM; AID 493008;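 active = activation above the mean over all tested compounds plus 3 SD, cut at about 30% in these data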;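 note: rise in fluorescence read as greater calcium sensitivity of cardiac thin filaments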
The depositor's hits bear a star; x = no result given; & = joins results of further samples.

Structure,Wnt bcat act,CDK5 p35 inh,CAL PDZ FP-1,dFosB activator,CAL PDZ FP-2,Rtt109 Vps75,Tat transport,V-ATPase pH,MITF TRPM1 HTS,cardiac RTF act
O=C(NCCCN1CCC(Cc2ccccc2)CC1)C1CC(=O)N(C2CCCC2)C1 (stereo unspecified),-2.4,-1.6,x,-3.1,-0.4,1.2,2.4,-1.2,x,-0.9
Cc1cc(Cl)c(S(=O)(=O)Nc2ccccn2)cc1OCC(N)=O,x,0.5,x,1.6,0.2,-5.0,4.1,-0.1,x,3.1
COCCNC(=O)C(OC(=O)c1cccs1)c1ccc(F)cc1 (stereo unspecified),-0.1,0.1,2.6,-6.4,0.0,-4.0,12.8,-0.8,-4.9,1.9
NC(=S)NN=C1CCCCCCCCC1,8.2,-5.2,0.3,0.2,-0.2,9.3,11.9,2.2,-4.7,4.3
Cc1ccc(S(=O)(=O)/C(C#N)=C/c2c(N3CCC(C(N)=O)CC3)nc3c(C)cccn3c2=O)cc1,x,1.1,-7.5,-5.1,-6.8,2.3,4.7,-1.3,x,6.0
N/C(=N\O)c1ccc(Oc2ccccc2Cl)c([N+](=O)[O-])c1,5.4,1.6,-3.7,-4.7,-1.4,-2.4,2.8,1.1,9.0,-4.8
COc1ccc(-c2cc3ccc(O)cc3oc2=O)cc1OC,4.3,-0.9,-4.9,2.2,-2.8,-3.9,2.0,1.6,19.0,9.9
CCOC(=O)C1(Cc2cccc(OC)c2)CCN(C(C)CC(C)(C)O)CC1 (stereo unspecified),-1.0,-0.1,x,-1.2,-1.2,-3.5,-0.9,-1.1,-8.2,2.3
Cc1ccc(S(=O)(=O)N2CCCCC2)cc1C(=O)N1CCN(CCO)CC1,1.6,-0.5,6.6,-3.1,-1.2,-0.8,0.8,-0.6,-1.2,-5.5
CCOC(=O)C1CCN(C(=O)Cn2nc(C)n3c(cc4cc(F)ccc43)c2=O)CC1,0.3,x,-2.5,-3.9,-2.3,-3.1,-4.7,5.7,10.8,2.2
O=C1N/C(=C/c2ccc(Br)s2)C(=O)N1c1ccccc1,24.9,0.3,-0.2,5.6,-2.5,x,3.3,-0.8,43.6,-4.3
CC1CN(c2nc3ccccc3nc2C(C#N)C(=O)NCc2ccc3c(c2)OCO3)CC(C)O1 (stereo unspecified),x,3.7,-2.8,2.7,1.1,4.8,4.3,-11.7,-3.0,-0.3
C#CCOC(=O)c1cc(Cl)c(=O)n(Cc2ccc(Cl)cc2Cl)c1,-0.8,-0.3,-3.2,-3.3,-2.6,-5.8,0.8,-0.5,-5.3,-4.5
O=C1CNC(=O)c2c(nc3n2CCC3)N1,1.1,0.8,6.5,1.5,-0.8,8.9,1.0,-2.3,-0.7,-2.1
CN(c1ccc(C(=O)O)cc1)S(=O)(=O)c1ccccc1,-0.8,0.4,-1.2,1.7,0.0,1.1,5.9,1.0,10.1,-4.6
Cc1nc2sc(C(c3ccc(Cl)cc3)N3CC(C)OC(C)C3)c(O)n2n1 (stereo unspecified),10.9,0.4,-2.9,-8.3,-1.5,12.2,-11.7,-0.8,-7.7,-0.4
O=C(Cc1cc(=O)[nH][nH]1)N/N=C/c1cccc2ccccc12,1.3,-1.9,3.4,-8.6,-0.4,x,4.0,-3.0,-3.2,4.3
O=C(O)CNC(=O)C(c1ccccc1)c1ccccc1,-1.1,-0.1,-1.6,-0.1,-1.9,-10.1,0.5,11.4*,1.9,-4.1
O=c1[nH][nH]c(=O)n1-c1ccccc1,-0.9,0.1,1.1,-2.1,0.9,3.7,-4.8,-3.8,2.6,-0.5
O=C(CN1C(=O)NC2(CCc3ccccc32)C1=O)NCc1ccccc1Cl (stereo unspecified),1.0,1.1,-4.4,-1.9,-0.5,-1.3,-1.5,-6.0,-12.0,-5.6
O=C1CC(NS(=O)(=O)c2ccc(F)cc2)CN1c1ccc2c(c1)OCCO2 (stereo unspecified),4.0,-0.7,-0.5,1.9,-3.4,-26.5,9.2,-1.6,11.6,-4.3
Oc1cccc(Nc2nc(-c3ccccc3Cl)nc3ccccc23)c1,-2.2,0.8,-3.5,-0.1,-3.0,-0.9,10.3,-1.1,-19.1,-4.3
O=C(NCc1ccccn1)C1C2C=CC(C2)C1C(=O)Nc1ccc(F)cc1 (stereo unspecified),-2.6,2.0,2.3,1.0,-0.1,-4.1,-7.7,-3.6,-3.8,0.8
Cc1cc(C(=O)COC(=O)c2ccc3c(c2)OCO3)c(C)n1Cc1cccs1,13.0,-0.7,-1.9,-5.5,-0.6,-0.9,0.1,-2.8,17.4,-1.3
CC[C@]12c3[nH]c4cc(-c5ccco5)ccc4c3CCN1C(=O)[C@@H](CC(=O)NC(C)(C)C)C[C@@H]2C(=O)N1CCN(C(=O)c2ccco2)CC1,-1.6,0.7,-2.1,-19.5,-1.1,-0.5,7.8,1.0,2.6,-0.8
COc1ccc2c(c1[N+](=O)[O-])CCC/C2=N/OC(=O)c1ccccc1SC,x,-0.4,-2.4,-2.5,-0.2,0.2,12.7,2.5,24.5,-2.0
Cc1c(C(=O)NCc2ccccc2)oc2ccc(S(=O)(=O)N3CCC4(CC3)OCCO4)cc12,0.3,0.5,9.2,-12.9,x,-0.1,6.3,-4.5,x,-3.0
CC(CCc1ccccc1)NC(=O)c1ccccc1F (stereo unspecified),-0.9,0.7,-3.5,-4.3,-1.3,3.0,-0.8,1.8,x,0.3
CC(C)CNC(=O)c1ccc(C2SCC(=O)N2Cc2ccccc2)cc1 (stereo unspecified),0.9,1.1,-0.6,-4.5,-0.6,-4.5,-0.8,1.3,3.5,2.5
C[C@@H](NC(=O)c1nc[nH]c1C(=O)N1CCc2ccccc2C1)c1ccccc1,-3.2,-0.6,-2.1,3.0,-0.9,-1.5,14.1,-1.1,0.1,-10.8

A different layout for part of the listing above:
Cc1cc(Cl)c(S(=O)(=O)Nc2ccccn2)cc1OCC(N)=O
  Wnt bcat act: x	CDK5 p35 inh: 0.5	CAL PDZ FP-1: x	dFosB activator: 1.6	CAL PDZ FP-2: 0.2	Rtt109 Vps75: -5.0	Tat transport: 4.1	V-ATPase pH: -0.1	MITF TRPM1 HTS: x	cardiac RTF act: 3.1
COCCNC(=O)C(OC(=O)c1cccs1)c1ccc(F)cc1 (stereo unspecified)
  Wnt bcat act: -0.1	CDK5 p35 inh: 0.1	CAL PDZ FP-1: 2.6	dFosB activator: -6.4	CAL PDZ FP-2: 0.0	Rtt109 Vps75: -4.0	Tat transport: 12.8	V-ATPase pH: -0.8	MITF TRPM1 HTS: -4.9	cardiac RTF act: 1.9
NC(=S)NN=C1CCCCCCCCC1
  Wnt bcat act: 8.2	CDK5 p35 inh: -5.2	CAL PDZ FP-1: 0.3	dFosB activator: 0.2	CAL PDZ FP-2: -0.2	Rtt109 Vps75: 9.3	Tat transport: 11.9	V-ATPase pH: 2.2	MITF TRPM1 HTS: -4.7	cardiac RTF act: 4.3

Returning to the listing, starting 2 compounds before the break.
Structure,Wnt bcat act,CDK5 p35 inh,CAL PDZ FP-1,dFosB activator,CAL PDZ FP-2,Rtt109 Vps75,Tat transport,V-ATPase pH,MITF TRPM1 HTS,cardiac RTF act
CC(C)CNC(=O)c1ccc(C2SCC(=O)N2Cc2ccccc2)cc1 (stereo unspecified),0.9,1.1,-0.6,-4.5,-0.6,-4.5,-0.8,1.3,3.5,2.5
C[C@@H](NC(=O)c1nc[nH]c1C(=O)N1CCc2ccccc2C1)c1ccccc1,-3.2,-0.6,-2.1,3.0,-0.9,-1.5,14.1,-1.1,0.1,-10.8
N/C(=N\OC(=O)c1ccc2c(c1)OCO2)c1cccc([N+](=O)[O-])c1,9.5,-1.2,-1.2,-2.6,-3.5,-5.2,-1.5,-1.6,32.5,-4.2
COc1ccccc1C(=O)NC(=O)CSc1nncn1C(C)C,0.5,-0.1,x,7.9,-0.3,3.6,3.7,-0.4,-3.8,1.3
CC(C)c1ccc(C(=O)NNC(=O)C2CC=CCC2C(=O)O)cc1 (stereo unspecified),8.7,0.4,-3.0,-7.6,-1.7,-7.8,2.2,-2.9,9.8,1.2
Cn1cc(S(=O)(=O)Nc2ccc(F)cc2F)c(=O)n(C)c1=O,-2.4,-1.6,x,-4.1,0.6,-1.3,-6.6,-9.9,x,6.2
Cc1ccccc1NC(=O)NNC(=O)c1ccc2ccccc2c1O,7.8,-0.4,3.9,4.0,-2.8,-5.3,-2.8,-3.0,7.6,-0.5
COc1c(O)cccc1/C=N/NC(=O)Cn1ccnc1C,-0.1,-0.5,4.2,-0.5,0.6,36.6,2.4,-1.9,-9.5,12.0
Cn1c(C(=O)N2CCN(c3ccccn3)CC2)cc2ccccc21,2.3,-0.7,-4.1,1.9,-1.4,2.7,7.2,1.6,x,1.3
O=C(c1ccco1)N1CCN(C(=O)c2ccc(-c3cccc(C(F)(F)F)c3)o2)CC1,-1.0,-0.8,-5.6,-21.0,-3.6,-3.2,10.5,1.1,11.2,4.7
Cc1cccc(CCN(C(=O)Cc2cccs2)C(C(=O)NC2CCCCC2)c2cccnc2)c1 (stereo unspecified),x,-2.5,0.9,-3.4,0.7,2.5,-14.7,-3.5,x,6.7
Cc1cc(C)n(-c2ccc(C(=O)Nc3ccc(C)c(S(=O)(=O)N4CCOCC4)c3)cc2)n1,-0.2,0.5,0.1,-15.2,-4.9,9.3,-0.4,-0.9,-67.8,-1.4
CCOC(=O)CSc1cc(-c2ccccc2)nc2ncnn12,0.8,1.1,-3.0,-16.3,1.7,-11.3,-4.7,4.5,x,-1.5
Cc1cc2nc(/C(C#N)=C/c3ccncc3)[nH]c2cc1C,17.0,0.6,107.1*,0.8,15.1,6.1,-2.4,-0.9,51.5,5.9
COc1ccc(N2C(=O)[C@@H]3[C@H](C2=O)[C@H]2c4ccccc4C=CN2[C@@H]3C(=O)Nc2ccccc2)cc1,x,-1.1,-1.1,-8.2,-0.8,7.2,-9.5,0.8,x,24.2
Cc1noc(C)c1C(=O)NCc1ccccc1F,0.2,0.5,-4.9,5.1,-0.4,20.1,-17.0,-3.0,-4.9,9.7
Cc1ccc(N(CC(=O)Nc2cccc(Cl)c2C)S(C)(=O)=O)cc1,0.4,0.7,-2.8,-0.7,-0.7,4.2,-0.4,2.2,x,-1.4
CC(C)COCC1CC2(CC(C)(c3csc(N)n3)OC2=O)C(=O)O1 (stereo unspecified),-1.0,2.8,-2.0,2.5,-0.6,-1.2&4.8,-4.2&-2.9,-3.0,-9.0,-3.0
Cc1ccc(NC(=O)C2CSC3(C)CCC(=O)N23)cc1S(=O)(=O)N1CCCCCC1 (stereo unspecified),-4.8,-2.0,21.0,-14.8,-1.4,0.0,5.5,2.9,-4.1,2.3
Cc1ccc(Cc2nc(-c3ccccn3)no2)cc1,x,-3.2,0.3,-3.3,0.3,-6.8,7.3,2.1,46.8,7.0

Bioassay records: PubChem BioAssay, several laboratories
